Screening data deposited in PubChem by National Center for Advancing Translational Sciences (NCATS).
FBPA Giardia inh – inhibitors of Giardia lamblia fructose-1,6-bisphosphate aldolase; purified Giardia FBPA; Potency, µM (highest dose often 59.6 µM), without a hit: at the highest dose activity, negative = inhibition, most hits filed as inhibitors; 290,000 tested, 0.71% active; AID 2451; note: potency is the fitted concentration of half-maximal effect; % is set by controls: 0 for no effect and ±100 for the full control effect; nearly all actives have a fitted effect of over 55% in size
Target sequence (A8B2U2 whole entry, looked up): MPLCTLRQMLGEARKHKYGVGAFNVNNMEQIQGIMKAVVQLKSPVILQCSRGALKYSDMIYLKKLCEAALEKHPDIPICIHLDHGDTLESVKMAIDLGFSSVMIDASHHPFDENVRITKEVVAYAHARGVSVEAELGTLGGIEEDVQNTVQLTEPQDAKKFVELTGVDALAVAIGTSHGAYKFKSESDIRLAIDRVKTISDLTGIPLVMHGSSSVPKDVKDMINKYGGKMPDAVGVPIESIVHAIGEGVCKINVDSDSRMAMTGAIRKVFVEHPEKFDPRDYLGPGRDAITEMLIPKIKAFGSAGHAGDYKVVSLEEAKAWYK
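Giardia FBPA (40 nM reagent) was preincubated 10 min at RT with compound (up to 57.5 uM final), then substrate plus GAPDH/TPI/NAD/arsenate coupling system with diaphorase/resazurin was added; resorufin fluorescence (525/598 nm) was read after 20 min.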
HCV inhibitor – inhibitors of hepatitis C virus infection; Huh7.5.1 HCVcc-Cre infection, luciferase reporter, 44 h; AID 651820; Potency, µM (series often up to 41.8 µM), for the others: at the top dose activity change, negative = inhibition, usual class: inhibitors; 340,000 tested, 3.4% active; note: potency is the fitted concentration of half-maximal effect; % is set by controls: 0 for no effect and ±100 for the full control effect
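After 44 h co-culture of compound, cells and HCVcc-Cre (~0.5 moi), substrate is added for 15 min at room temperature and luciferase measured over 15 sec. Cells were seeded at 1,000/well and pre-cultured 4 h.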
Shiga toxin inh – Shiga toxin inhibition | Vero cells, Shiga toxin protein synthesis inhibition reporter | inhibition, % at 38.7 µM | 290,000 tested, 9.2% active; in the data active = inhibition mostly above about 28%, no sharp cut-off; inactive = mostly below about 43%; note: 0% is about no effect
Pf growth 96h – P. falciparum growth inhibition at 96 hours; P. falciparum luciferase reporter growth, 96 h; Potency, µM (doses to about 28.7 µM), for the others: at the highest dose activity change, negative = inhibition, most hits filed as inhibitors; 320,000 tested, 6.9% active; note: potency is the fitted concentration of half-maximal effect; % is set by controls: 0 for no effect and ±100 for the full control effect
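P. falciparum expressing integrated firefly luciferase grown in erythrocytes (2% hematocrit, 0.05% parasitemia final) with compounds for 96 hours at 37 C, 5% CO2. Growth inhibition read as loss of luminescence after adding luciferase detection reagent.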
Pf growth 48h – inhibits P. falciparum growth in the first generation, 48 h. AID 504832. Potency, µM (series often up to 28.7 µM), for inactives: top-dose activity change, negative = inhibition, actives largely listed as inhibitors. 310,000 tested, 5.9% active. P. falciparum luciferase growth in erythrocytes, 48 h; note: potency is the fitted concentration of half-maximal effect; % is set by controls: 0 for no effect and ±100 for the full control effect
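Luminescence readout; reporter = integrated firefly luciferase in P. falciparum. RBC culture at 2% hematocrit, 0.1% parasitemia final, 37 C/5% CO2; decreased signal taken as growth inhibition.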
CHX counter – counter-screen hit for Shiga toxin inhibitors, cycloheximide; cell reporter, cycloheximide protein synthesis inhibition counterscreen; 300,000 tested, 12% active; max response, %; in the data active = max response mostly above about 13%, no sharp cut-off; inactive = mostly below about 14%; note: read at 38.3 µM for the half of the compounds with a filed dose; 0% is about no effect
An asterisk follows results filed as active; ? = inconclusive; · = not tested or not shown; & = joins results of further samples; [ ] = another dose, or the depositor's remark. Unless noted, calls come from the whole dose curve; as a rule, active = well fitted curve in the direction sought with a large enough effect; inconclusive = small, poorly fitted or top-dose-only effect, or another doubt; inactive = no such curve, though single readings can be large; an effect the other way counts as inactive or inconclusive.

Each structure is followed by: FBPA Giardia inh, HCV inhibitor, Shiga toxin inh, Pf growth 96h, Pf growth 48h, CHX counter
CCCC(C(=O)Nc1ccc(C)c(S(=O)(=O)N2CCOCC2)c1)c1ccccc1 (stereo unspecified)
  ·, -20%, ·, ?, 10µM*, ·
Cc1nn(CC(=O)NC2C(=O)N3C(C(=O)O)=C(CSc4nnnn4C)CSC23)cc1Br (stereo unspecified)
  ?, 11%, -7, 42%[activator], -27%, -5
Cc1cc2c(=O)n(NC(N)=O)c(C)nc2s1
  5%, 17%, -15, ?, 6%, 1
Cn1ncc(Cl)c(Oc2ccc(Cl)cc2)c1=O
  2%, 4%, -3, 15%, -10%, -3
OC1c2ccccc2N=C2CCCN21 (stereo unspecified)
  -1%, ·, -6, ·, ·, -3
CCOc1ccc(Cl)cc1S(=O)(=O)n1cnc2cc(C)c(C)cc21
  -1%, -28%, -9, ?, ·, 13
O=C(NCCSc1ccccc1)c1ccc(CN2CCOCC2)cc1
  4%, -2%, 62*, 3%, 131%[activator], 36*
COc1cc(/C=C/C(=O)O)cc(S(=O)(=O)NCc2ccc3c(c2)OCO3)c1OC
  1%, 12%, -10, 5%, 32%[activator], -2
O=C(c1ccccc1)N1CCN(C(=O)N2CCCCC2)CC1
  1%, 16%, -25, 11%, 17%, -3
Brc1ccc(N=NNc2ccccc2)cc1
  1%, -1%, 92*, 34%[activator], 69%[activator], 35*
Cc1ccc(C(=O)NC(=S)Nc2ccc(CN3CCOCC3)cc2)cc1
  ·, ?, 15, -27%, -17%, 10
Cc1ccc(C)c2c1cc(C)c1nnc(SCC(=O)Nc3cccc(C(=O)O)c3)n12
  6%, 8%, 0, 6%, 3%, -2
C=CCn1c(NCc2cc(Cl)ccc2O)nc2ccccc21
  -2%, ?, -6, ?, ?, 1
Cc1c(NC(=S)NC(=O)c2ccc(COc3ccccc3)cc2)cccc1C(=O)O
  -16%, 17%, 15, 6%, 4%, 12
COc1ccccc1NC(=O)c1cc([N+](=O)[O-])ccc1NCCN1C(=O)CCC1=O
  -5%, ?, 9, -10%, 6%, 1
CC(OC(=O)CN1C(=O)c2ccccc2C1=O)C(=O)NC1(C#N)CCCCC1 (stereo unspecified)
  ·, -2%, ·, 33%[activator], 12%, ·
Cn1ccsc1=NC(=O)c1ccc(Cl)cc1
  -3%, 14%, 113*, 56%[activator], 90%[activator], 39*
CC(C)[C@H](NC(N)=O)C(=O)Nc1cccc(S(=O)(=O)NC2=NCCCCC2)c1
  ·, ?, ·, 9%, 24%, ·
O=C(O)c1ccc(S(=O)(=O)NC2CCCCC2)cc1
  15%, 12%, -18, -2%, -21%, -8
Oc1c(Br)cc(Cl)cc1C=Nc1ccc(N2CCOCC2)cc1
  -24%, 15%, -14, 294%[activator], ?, -1
Cc1ccc(NC(=O)CSc2nc3ccccc3c(=O)n2CCCN2CCCCC2)cc1C
  4%, 14µM*, -3, -20%, 12µM*, -4
COC(=O)C1=C(C)NC(C)=C(C(=O)OC)C1c1ccc(OC(=O)c2ccco2)cc1
  ?, 24%, -9, ?, ?, -3
Cc1ccccc1N1C(=O)c2sc3nc4c(c(=O)n3c2C1=O)CCC4
  -18%, 3%, 8, ?, ?, -3
COc1ccccc1NC(=O)CCCN1C(=O)C2CC=CCC2C1=O (stereo unspecified)
  ·, ·, -1, 6.6µM*, 9%, -3
CN1CCN(C2=C(NS(=O)(=O)c3ccccc3)C(=O)c3ccccc3C2=O)CC1
  ?, -16%, 11, ?, 4.1µM*, 14
O=c1c2ccccc2nc(/C=C/c2ccccc2)n1CCc1ccccc1
  1%, 0%, -9, 4.7µM*, ?, -6
COc1ccc(C(C#N)N2CCCCCC2)cc1OC (stereo unspecified)
  1%, 25%, 7, 13%, 12%, -2
Cc1cccc(C)c1N1CCN(S(=O)(=O)N2CCCCC2)CC1
  11%, 4%, -1, ?, ?, -2
Cc1ccc(S(=O)(=O)NCCC2=CCCCC2)cc1
  ·, 15%, ·, 13%, -16%, ·
CCSc1nnc(NC(=O)CSc2nnc(Cc3cccn3C)n2-c2ccc(F)cc2)s1
  5%, 13%, -7, 28%, -21%, -2
C/C(=N\Nc1nc2c(s1)CCCC2)c1ccccc1
  -19%, ?, 143*, ·, ?, 43*
CSc1ccccc1C(=O)NCc1ccc(S(N)(=O)=O)cc1
  6%, 18%, -22, 46%[activator], ·, -2
CCN(CC(=O)NCc1ccc(Cl)cc1)C(=O)Cc1ccccc1[N+](=O)[O-]
  ·, -3%, -3, 67%[activator], 109%[activator], 22
CCCSc1nnc2nc3c(nn12)c1ccccc1n3C
  0%, 8%, -7, -16%, ?, -4
CC1C(=O)N2CCCc3cc(NC(=O)c4ccccc4C(F)(F)F)cc1c32 (stereo unspecified)
  ·, ?, ·, ?, -8%, ·
c1ccc(-c2nnc(NC3=NCCC3)o2)cc1
  3%, 27%, 22, 42%[activator], 71%[activator], 25
COc1ccc(C(=O)N2CCC(C(=O)Nc3ccc(OC)c(OC)c3)CC2)cc1
  -4%, 15%, 7, -10%, -25%, -7
CC1(NC(=O)c2cc(S(=O)(=O)N3CCCCC3)ccc2Cl)CCS(=O)(=O)C1 (stereo unspecified)
  2%, -5%, -6, 35%[activator], ·, 4
COc1ccc(C(=O)CC(=O)C(=O)Nc2ccccc2Cl)cc1
  -15%, 11%, -10, 20%, ?, -3
CCc1ccc(-n2cnc3cc(C(=O)NCC(OC)OC)ccc32)cc1
  -3%, -3%, 4, 31%[activator], ?, -3
Cc1csc(NC(=O)c2cn3ccccc3n2)n1
  ?, 4%, -18, 0%, 51%[activator], -3
CCc1nc(Nc2ccc3nccnc3c2)c2oc3ccccc3c2n1
  -29%, 13%, 20, ?, 1µM*, 12*
CC(C)c1nc2oc3c(NCC4CCCO4)ncnc3c2c2c1CCC2 (stereo unspecified)
  -10%, 11µM*, -15, 2.9µM*, 1.9µM*, -6
C[C@H](NC(=O)c1ccccc1Cl)C(=O)OC(C(=O)Nc1cc(C(F)(F)F)ccc1Cl)c1ccccc1 (stereo partly specified)
  0%, ?, 5, 8.3µM*, ·, 19
O=C(Nc1ccccc1C(=O)N1CCCCCC1)c1ccccc1
  8%, 15%, -6, -16%, -11%, 1
S=C(Nc1nc2c(s1)CCCC2)NC1CC1
  14µM*, -7%, 77*, 0%, ?, 52*
COc1ccc(CCN(C)Cc2ccc(OCc3ccccc3)c(OC)c2)cc1OC
  ?, -12%, -15, ?, ?, -7
COc1cccc(-n2c(Cn3nc(C(F)F)cc3C(F)F)n[nH]c2=S)c1
  -17%, 29%, -4, -21%, -8%, -3
COc1ccc(NC(=O)/C=C/c2cccc(Br)c2)cn1
  -28%, ?, 55*, ?, 18%, 27*
CCOCCn1c(=O)c2c(nc3n2CC(C)CN3Cc2ccccc2)n(C)c1=O (stereo unspecified)
  8%, -19%, -5, ?, ?, -2
C=CCC1(CC=C)CCCN1C(=O)c1cc(COc2ccccc2SC)on1
  ·, ?, -7, -12%, 15µM*, 6
COc1ccc(Nc2ncnc3sc(C)cc23)cc1
  ?, -2%, 56*, 34%[activator], 28%, 41*
Nc1nc(C(=O)N2CCOCC2)nn1S(=O)(=O)c1ccccc1
  1%, 19%, -18, ·, 14%, -4
O=C(COC(=O)CCN=C1NS(=O)(=O)c2ccccc21)NC1CCCCCCC1
  7%, 19%, -8, 22%, 1%, -1
COC(=O)c1cc(-c2ccc(C)cc2)n[nH]1
  -1%, 27%, 82*, -3%, 60%[activator], 48*
Cc1ccccc1N1CCN(C2CCCN(C(=O)CCN3CCCO3)C2)CC1 (stereo unspecified)
  ·, 18%, 5, 48%[activator], -9%, -2
COc1cccc(CNS(=O)(=O)c2c(C(=O)N3CCCCC3)c(C)n(C)c2C)c1
  9%, 10%, 21, ?, 7%, -3
Cc1ccc2c(c1)c1c3n2CCNC3CCC1 (stereo unspecified)
  -25%, ?, -6, 0%, ?, -3
Cc1nnc2ccc(N3CCCC3)nn12
  1%, 9%, -6, ·, 3%, -2
COc1ccc(CNC(=O)C2CCCN(Cc3nc(-c4cccc(C)c4)oc3C)C2)cc1 (stereo unspecified)
  4%, ?, -9, -11%, -30%, -13

Quoted at random: three compounds from above
Each structure is followed by: FBPA Giardia inh, HCV inhibitor, Shiga toxin inh, Pf growth 96h, Pf growth 48h, CHX counter
COC(=O)C1=C(C)NC(C)=C(C(=O)OC)C1c1ccc(OC(=O)c2ccco2)cc1
  ?, 24%, -9, ?, ?, -3
CCc1nc(Nc2ccc3nccnc3c2)c2oc3ccccc3c2n1
  -29%, 13%, 20, ?, 1µM*, 12*
OC1c2ccccc2N=C2CCCN21 (stereo unspecified)
  -1%, ·, -6, ·, ·, -3

Next part:
Each structure is followed by: FBPA Giardia inh, HCV inhibitor, Shiga toxin inh, Pf growth 96h, Pf growth 48h, CHX counter
COC(=O)c1ccccc1NC(=O)NCc1cccnc1
  4%, 21%, -18, ·, -6%, -1
O=C(N/N=C/c1ccc(O)cc1)c1cc(-c2ccc3c(c2)OCO3)n[nH]1
  6%, ?, 33, -14%, 24%, 9
COC(=O)c1ccc(NC(=O)CSc2nnc(COc3c(C)cccc3C)o2)cc1
  4%, 4%, -8, ·, 7%, 0
Cc1cc(C)cc(N(C(C)C(=O)Nc2c(C)n(C)n(-c3ccccc3)c2=O)S(C)(=O)=O)c1 (stereo unspecified)
  6%, -11%, -20, ·, 2%, 0
CC(Sc1nc(NC(C)(C)C)nc(N(C)C)n1)C(=O)Nc1ccccc1 (stereo unspecified)
  4%, -21%, -18, ?, ?, 7
Cc1nc(SCC(=O)NCc2ccco2)c2c(=O)n(C)c(=O)n(CC(C)C)c2n1
  7%, ·, -19, ?, ?, -2
CN1/C(=C/C(=O)c2nc(S(C)(=O)=O)ncc2Cl)C(C)(C)c2ccccc21
  5%, ?, -25, ·, -15%, -13
COC(=O)C(NC(=O)c1ccc(F)cc1)(Nc1ncc(S(=O)(=O)c2ccc([N+](=O)[O-])cc2)s1)C(F)(F)F (stereo unspecified)
  -6%, ?, -15, 13µM*, ?, 1
N#C/C(=C\c1ccc(N2CCOCC2)o1)c1nc2ccccc2[nH]1
  ?, ?, 121*, 56%[activator], 62%[activator], 49*
O=C(CN1CCN(c2ccc(O)cc2)CC1)Nc1cc(S(=O)(=O)N2CCCC2)ccc1Cl
  ?, ?, 23, ?, 9.3µM*, 17
CCOc1ccc(Cl)cc1CNc1nnnn1C
  3%, 19%, -10, 21%, 3%, -2
COc1ccccc1NC(=O)COC(=O)c1cc([N+](=O)[O-])ccc1N1CCCC1
  ·, 13µM*, ·, ?, ?, ·
COc1ccc(Cn2cccc(NC(=O)Nc3cccc(OC)c3)c2=O)cc1
  -25%, 14µM*, 7, ?, 61%[activator], -1
Cc1ccc(OCCSc2nnc(-c3cccs3)n2C)cc1
  -7%, -9%, 10, ?, ?, 7
Cc1ccc(N(C(=O)CNC(=O)c2ccco2)C(C(=O)NC2CCCCC2)c2ccncc2)cc1F (stereo unspecified)
  -4%, 0%, -14, ?, -9%, -4
N#CCCN1CCN(S(=O)(=O)c2ccc(S(=O)(=O)NC3CCCCC3)cc2)CC1
  2%, 2%&-1%, -15, 8.3µM*, -2%, -2
Cc1nc2ccc(Br)cn2c1C(=O)N/N=C\c1ccccc1Cl
  -12%, -7%, ·, 3.3µM*, 70%[activator], -1
C#CCN1C(=O)S/C(=C/c2cc(C)n(CC)c2C)C1=O
  -14%, -26%, 103*, 32%[activator], 144%[activator], 74*
Cc1cccc(N(CC(=O)NC2CCCCC2)C(=O)Cn2nnc(-c3ccc(C)o3)n2)c1
  -3%, -22%, 17, -3%, ?, 6
COc1ccc(Cl)cc1S(=O)(=O)Oc1ccc(NC(C)=O)cc1
  2%, 10%, -10, ?, -10%, -2
Cc1cccnc1NC(=S)NCc1ccco1
  -25%, -11%, 3, ?, 39%[activator][5.75 µM], 9
